Assay outcomes: PubChem BioAssay, National Center for Advancing Translational Sciences (NCATS)
RGS4 inh = inhibitors of human regulator of G protein signaling 4 | Potency, µM (top dose mostly 114 µM), for inactives: at the top dose activity change, negative = inhibition, usual class: inhibitors | P49798 | Transcreener GDP fluorescence polarization, RGS4-accelerated GTP hydrolysis | 390,000 tested, 0.039% active; also: % is scaled to controls: 0 for no effect and ±100 for the full control effect; nearly all actives have a fitted effect of over 75% in size; some results filed as inactive show a strong effect at the top dose
Target sequence (P49798 whole entry, looked up): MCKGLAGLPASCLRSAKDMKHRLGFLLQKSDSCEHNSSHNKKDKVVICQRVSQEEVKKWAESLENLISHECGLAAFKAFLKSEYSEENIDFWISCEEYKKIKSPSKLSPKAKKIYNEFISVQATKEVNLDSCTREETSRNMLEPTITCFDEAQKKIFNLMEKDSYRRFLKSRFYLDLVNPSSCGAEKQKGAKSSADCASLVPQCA
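MLSMR compounds (23 nl, pin-transferred) preincubated 10 min at room temperature with a 500nM (2x) first reagent, then RGS4 at 900nM (2x) plus Transcreener GDP mix added; fluorescence polarization (620/688 nm) read before and after 90 min at 30 °C.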
ERG-DNA inh = inhibitors of human ERG Ets domain-DNA interaction | fluorescence polarization, His-ERG Ets domain / labelled DNA | P11308 | 370,000 tested, 0.028% active | Potency, µM (doses to about 76.9 µM), for the others: top-dose FP activity, negative = inhibition, usual class: inhibitors; active = well fitted inhibition curve with a large enough effect in the polarisation, with a control signal flat; inconclusive = small, poorly fitted or top-dose-only effect, or effect the other way, or a change in a side signal; inactive = no such curve, though single readings can be large or run the other way; the % refers to the polarisation;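 also: polarization taken with two DNA probes labelled with fluorescein and Texas red; % of control where 0% means no effect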
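His-tagged ERG Ets domain (1 uM in the protein solution; 300mM KCl, 50mM Tris-HCl, 1mM EDTA, 1mM DTT, pH 7.5) received compound, then a probe mix of 5 nM fluorescein-DNA and 100nM Texas-615-DNA. Fluorescence polarization was read for both dyes.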
TrxR1 inh = blocks rat thioredoxin reductase 1. O89049. recombinant rTrxR1, NADPH fluorescence consumption, selenite substrate. Potency, µM (titrated, usually from 114 µM), without a hit: at the top dose activity change, negative = inhibition, hits mostly inhibitors. 390,000 tested, 1% active; also: % is scaled to controls: 0 for no effect and ±100 for the full control effect; nearly all actives have a fitted effect of over 65% in size
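Rat TrxR1 (90 nM in the dispensed reagent) was pre-reduced with 400 uM NADPH for 5 min at room temperature, then incubated with compound for 15 min. After 400 uM selenite was added, NADPH fluorescence (Ex 340/Em 450 nm) was followed for 8 min.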
Pin1 inhibitor = blocks the human prolyl isomerase Pin1 | Q13526 | Pin1 FP peptide displacement, HiFluor488, 10 min | Potency, µM (top dose mostly 115 µM), for the others: at the highest dose activity, negative = inhibition, actives largely listed as inhibitors | 390,000 tested, 0.009% active | AID 504891; active = well fitted inhibition curve with a large enough effect in the polarisation, with a control signal flat, not every such curve was filed as active; inconclusive = small, poorly fitted or top-dose-only effect, or effect the other way, or a change in a side signal; inactive = no such curve, though single readings can be large or run the other way; the % refers to the polarisation; also: % is scaled to controls: 0 for no effect and ±100 for the full control effect
Target sequence (Q13526 whole entry, looked up): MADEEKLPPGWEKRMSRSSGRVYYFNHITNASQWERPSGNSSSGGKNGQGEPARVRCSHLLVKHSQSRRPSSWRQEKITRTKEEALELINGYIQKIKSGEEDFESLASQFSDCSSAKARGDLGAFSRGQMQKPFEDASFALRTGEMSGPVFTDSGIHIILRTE
PGK inhibitor = blocks T. brucei phosphoglycerate kinase; PGK/GAPDH coupled, Kinase-Glo luminescence, 60 min; Potency, µM (series often up to 57.5 µM), without a hit: top-dose activity change, negative = inhibition, most hits filed as inhibitors; P07378; 380,000 tested, 0.043% active; also: % is scaled to controls: 0 for no effect and ±100 for the full control effect; nearly all actives have a fitted effect of over 60% in size
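Luminescent ATP detection (Kinase-Glo Plus) follows a 60-minute room-temperature incubation, with wells lacking PGK as controls. Buffer: 100 mM TEA (pH 7.6), 5 mM MgCl2, 0.01% Tween-20. Coupling enzyme GAPDH (100 nM final) supplies unstable 1,3-BPG in-well.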
12-LOX inh = blocks human arachidonate 12S-lipoxygenase | P18054 | purified 12hLO, xylenol orange hydroperoxide absorbance | Potency, µM (titrated, usually from 108 µM), for inactives: at the highest dose activity change, negative = inhibition, actives largely listed as inhibitors | 580,000 tested, 1.1% active | AID 1671190; also: % is scaled to controls: 0 for no effect and ±100 for the full control effect
Target sequence (P18054 whole entry, looked up): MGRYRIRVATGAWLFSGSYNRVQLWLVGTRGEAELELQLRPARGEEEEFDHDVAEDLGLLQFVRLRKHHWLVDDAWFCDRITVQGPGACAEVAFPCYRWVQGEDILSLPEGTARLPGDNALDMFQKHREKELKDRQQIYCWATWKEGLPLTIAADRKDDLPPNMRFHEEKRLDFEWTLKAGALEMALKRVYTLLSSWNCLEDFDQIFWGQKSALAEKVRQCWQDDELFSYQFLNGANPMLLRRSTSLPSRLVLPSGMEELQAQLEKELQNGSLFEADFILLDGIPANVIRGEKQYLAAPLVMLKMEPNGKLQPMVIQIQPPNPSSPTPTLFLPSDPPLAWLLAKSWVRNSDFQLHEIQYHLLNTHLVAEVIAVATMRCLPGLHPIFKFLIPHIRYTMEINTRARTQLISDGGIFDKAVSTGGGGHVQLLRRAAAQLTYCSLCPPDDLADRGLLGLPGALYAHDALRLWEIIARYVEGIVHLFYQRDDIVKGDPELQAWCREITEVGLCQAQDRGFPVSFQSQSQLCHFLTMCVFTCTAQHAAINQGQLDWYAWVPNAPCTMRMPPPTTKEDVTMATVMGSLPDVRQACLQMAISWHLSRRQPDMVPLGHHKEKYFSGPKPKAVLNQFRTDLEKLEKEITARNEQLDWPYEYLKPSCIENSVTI
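Purified human 12hLO at 150 nM in 25 mM Hepes, 0.01% Triton X-100, pH 7.0, preincubated 15 min at room temperature with compound. Reaction started with 40 uM arachidonic acid, 30 min at room temperature. Hydroperoxide measured by Fe-xylenol orange, 573/405 nm absorbance ratio.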
JMJD2A Tudor inh = blocks the human JMJD2A Tudor domain. AlphaScreen JMJD2A-Tudor / H3K4me3 peptide binding. AID 504339. O75164. 390,000 tested, 4.4% active. Potency, µM (top dose mostly 114 µM), without a hit: at the top dose activity change, negative = inhibition, hits mostly inhibitors; also: % is scaled to controls: 0 for no effect and ±100 for the full control effect; nearly all actives have a fitted effect of over 50% in size
GLS inh = blocks human kidney-isoform glutaminase activity. GLS enzymatic activity, qHTS titration. O94925. Potency, µM (titrated, usually from 45.5 µM), for the others: at the highest dose activity change, negative = inhibition, usual class: inhibitors. 410,000 tested, 0.21% active. AID 624170; also: % is scaled to controls: 0 for no effect and ±100 for the full control effect
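Glutamate formation by hKGA was monitored fluorometrically using coupled glutamate oxidase, HRP and Amplex Red. Substrate was added as 1 mM L-glutamine solution; incubation was 30 min at RT after an initial read.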
HP1b binding inh = HP1-beta chromodomain-methylated histone interaction inhibition; AID 540317; Potency, µM (doses to about 114 µM), inactives show at the highest dose activity change, negative = inhibition, usual class: inhibitors; 390,000 tested, 0.56% active; AlphaScreen HP1-beta / biotin-H3K9me3 peptide binding; also: nearly all actives have a fitted effect of over 70% in size; inactives centre near 23
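Compound inhibition of the preformed complex between 50 nM HP1-beta and 50 nM biotinylated H3K9me3 peptide was read by AlphaScreen. Buffer was PBS pH 7.4 with 0.01% Tween-20. Incubations ran 30 min at room temperature, with 10 ug/mL donor/acceptor beads.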
* marks the source's active call; other numbers are inactive results; i = inactive; ? = inconclusive; . = no result given; ! = not active in a repeat; [ ] = dose if it differs, or a comment. Unless noted, calls follow the shape of the dose curve; as a rule, active = well fitted curve in the direction sought with a large enough effect; inconclusive = small, poorly fitted or top-dose-only effect, or another doubt; inactive = no such curve, though single readings can be large; an effect the other way counts as inactive or inconclusive. Potency is read from the fitted curve at half-maximal effect. This is a subset. The share of hits here may be higher or lower than overall.

SMILES	RGS4 inh	ERG-DNA inh	TrxR1 inh	Pin1 inhibitor	PGK inhibitor	12-LOX inh	JMJD2A Tudor inh	GLS inh	HP1b binding inh
CCOC(=O)c1c(C)n(Cc2ccccc2)c2ccc(OCC(O)Cn3nc(C)nc3C)cc12 (stereo not given)	21%	1%	4%	?	-4%	30%[57.4 µM]	-31%	1%	-1%
O=C(Cc1cc(=O)[nH][nH]1)N/N=C/c1cccc2ccccc12	-44%	6%	-13%	?	-10%	-4%	-31%	11%	32%[activator]
Cc1ccc(C(O)P(=O)(Oc2ccccc2)Oc2ccccc2)cc1 (stereo not given)	-20%	-6%	28%[57.1 µM]	-4%	-2%	-14%	1%	10%	20%
C=C(c1ccccc1)P(=O)(O)O	-15%	-1%	-10%	-9%	-2%	-22%	-12%	-14%	31%
O=C(CN1CCN(Cc2cccc(Cl)c2)C1=O)N1CCC2(CC1)OCCO2	33%	0%	1%[57.1 µM]	-18%	-1%	183%[activator]	3%	-3%	33%
Cc1cc(C(=O)N2CCC3(CC2)OCCO3)no1	7%	2%	21%	1%	9%	-11%	-1%	9%	37%
Cc1cc(OCC(=O)NC(Cc2ccc(Cl)cc2)C(=O)O)c2c3c(c(=O)oc2c1)CCC3 (stereo not given)	-9%	-5%	9%	-11%	-2%	-5%	-30%	?	3%
O=C1NCCN(Cc2cccc(Oc3ccccc3)c2)C1CC(=O)N1CCCCC1 (stereo not given)	-19%	11%	?	-3%	i	-8%	-30%	6%	4%
C=CCOC(=O)C1=C(C)OC(N)=C(C(=O)OCC)C12C(=O)N(CC(N)=O)c1ccccc12 (stereo not given)	-8%	7%	4%	-1%	3%	0%	-2%	1%	29%
COc1cccc(C(=O)C2CCCN(Cc3ccc(F)cc3)C2)c1 (stereo not given)	-5%	-6%	30%	-9%	-7%	17%	-21%	?	36%
Brc1nc(-c2ccccc2)nc(-c2ccccc2)c1Br	4%	-9%	-6%	-8%	-10%	0%	13%	-1%	57%[activator]
CCOC(=O)c1c(C)n(COCCO)c2ccc(O)cc12	24%	-1%	27%	4%	-1%	1%	-13%	40%[activator]	13%
CCOc1c(Cl)cc(CNC(C)C(O)c2ccccc2)cc1OC (stereo not given)	12%	-6%	15%	23%	i	7%	2%	-2%	46%[activator]
N=Cc1c(O)n(-c2ccccc2)c(=O)n(-c2ccccc2)c1=O	-3%	-8%	29%[0.0914 µM]	1%	0%	-18%	-11%	0%	40%[activator]
Cc1ccsc1C(=O)C1CCCN(CCO)C1 (stereo not given)	-20%	1%	8%[57.1 µM]	-2%	-10%	0%	-15%	0%	26%
COc1ccccc1-n1c(CNCC2CCCO2)nc2ccccc2c1=O (stereo not given)	-10%	-5%	-12%[57.1 µM]	4%	4%	11%	-11%	4%	20%
Cc1ccccc1-c1nc2ccccc2c(=O)n1C	0%	1%	16%	1%	4%	?	?	-3%	28%
COc1ccc(-n2c(O)c(/C(C)=N/Nc3ccccc3)c(=O)[nH]c2=O)cc1	-49%	-17%	21%[11.4 µM]	-2%	-8%	?	-15%	?	42%[activator]
O=[N+]([O-])c1ccc(Nc2ccccc2)cc1	29%[11.4 µM]	-13%	6%	-8%	-5%	-26%	-3%	21%	53%[activator]
CCCOC(=O)C1C2c3ccccc3C(c3ccccc32)C1C(=O)O (stereo not given)	-26%	1%	22%[57.1 µM]	?	i	?	0%	8%	51%[activator]
Cn1ccnc1P(=S)(c1nccn1C)c1nccn1C	0%	.	-2%	4%	-11%	4%	32µM*	2%	4%
CC1=NNC(=O)C1Cc1ccc(F)cc1 (stereo not given)	-1%	-1%	-8%[2.29 µM]	0%	3%	64%[activator]	6%	?	46%[activator]
Clc1ccc(C(c2ccc(Cl)cc2)n2cc[n+](CC(OCc3ccc(Cl)cc3Cl)c3ccc(Cl)cc3Cl)c2)cc1 (stereo not given)	?	28%	?	30%	i	39µM*!	50µM*	14µM*	0%
O=S(=O)(c1ccc(Cl)cc1Cl)N1CCCC1c1cccnc1 (stereo not given)	9%	-1%	17%[57.1 µM]	-3%	2%	95%[activator]	-1%	2%	8%
Cc1ccc(C(C)C)c(OCC(=O)N2CCN(CCc3ccncc3)CC2)c1	22%	-3%	?	1%	-4%	-39%	-23%	2%	15%
c1cc2c(cc1N1CCCCC1)C1CC2CCN1 (stereo not given)	16%	3%	-13%	2%	8%	-14%	?	28%	10%
O=C(CN1CCN(C(=O)COc2cccc(F)c2)CC1)Nc1ccc(Cl)c(C(F)(F)F)c1	-2%	5%	10%	-3%	i	?	-11%	-8%	43%[activator]
CCN1C(=O)/C(=C/c2ccc3c(c2)CCN3CCCCl)C(=O)NC1=S	?	21%	28µM*	17%	-12%	?	35µM*	1%	?
CN(C)C(CNC(=O)Cc1c(Cl)cccc1Cl)c1ccccc1 (stereo not given)	9%	-1%	16%	-2%	-5%	-7%	-11%	7%	43%[activator]
C=CCn1c(O)c(C(CC)=NCCCO)c(=O)[nH]c1=O	21%	3%	6%	5%	-2%	-5%	-6%	2%	35%[activator]

Record cards, from the list above. Screens in order: RGS4 inh	ERG-DNA inh	TrxR1 inh	Pin1 inhibitor	PGK inhibitor	12-LOX inh	JMJD2A Tudor inh	GLS inh	HP1b binding inh
O=[N+]([O-])c1ccc(Nc2ccccc2)cc1 across the screens: 29%[11.4 µM]	-13%	6%	-8%	-5%	-26%	-3%	21%	53%[activator]
Cc1ccc(C(C)C)c(OCC(=O)N2CCN(CCc3ccncc3)CC2)c1 across the screens: 22%	-3%	?	1%	-4%	-39%	-23%	2%	15%
CCCOC(=O)C1C2c3ccccc3C(c3ccccc32)C1C(=O)O (stereo not given) across the screens: -26%	1%	22%[57.1 µM]	?	i	?	0%	8%	51%[activator]

(further entries)
SMILES	RGS4 inh	ERG-DNA inh	TrxR1 inh	Pin1 inhibitor	PGK inhibitor	12-LOX inh	JMJD2A Tudor inh	GLS inh	HP1b binding inh
COC(=O)C1=C(c2cc3ccccc3o2)C[C@@H]2CC[C@H]1N2C(=O)NCCNC(C)=O	-3%	12%	3%[57.1 µM]	2%	-2%	?	-4%	8%	29%
Cc1cccc(-n2c(/C=C/c3c(C)[nH]c4ccccc34)nc3ccccc3c2=O)c1	-18%	2%	-14%	?	-8%	0%	-13%	-1%	-5%
COC(=O)C1=C(c2ccc(Cl)c(C(F)(F)F)c2)C[C@@H]2CC[C@H]1N2C(=O)NC(C)C	8%	-5%	25%[57.1 µM]	2%	-9%	7%	-16%	0%	37%
COC(=O)C1=C(c2c(C)noc2C)C[C@@H]2CC[C@H]1N2C(=O)NCCO	5%	2%	3%[57.1 µM]	-4%	-11%	.	-20%	9%	33%
O=C(CN1CCCCC1)c1ccc2c(c1)OCO2	1%	-6%	15%	1%	3%	-11%	-14%	-1%	31%
CC(C)N1C(=O)CCC1C(=O)N1CCC2(CC1)OCCO2 (stereo not given)	16%	13%	22%	-7%	-1%	-26%	-17%	-6%	16%
CCN(CC)c1ccc(CN2CC=C(c3ccc(F)cc3)CC2)cc1	-4%	-4%	-14%	-10%	-23%	?	50µM*	-7%	45µM*
CCOc1cccc(C2NCc3ccccc3-n3cccc32)c1O (stereo not given)	10%	-5%	2%[57.1 µM]	-2%	1%	0%	?	18%	-33%
CC1=NN(c2ccccc2)C(=O)C1/C=C1/C(=O)NC(=O)N(c2cc(C)cc(C)c2)C1=O (stereo not given)	-47%	6%	-11%[57.1 µM]	23%	-8%	?	?	16%	-2%
CC1N=C(c2ccccc2)c2cc(Br)ccc2NC1=O (stereo not given)	7%	0%	28%	0%	-8%	12%	-12%	8%	8%
Nc1ncc(P(=S)(N2CCOCC2)N2CCOCC2)s1	?	5%	25%[57.1 µM]	-15%	i	-1%	-2%	-9%	20%
Cn1cc(C(=O)N2CCCCC2)c2ccccc21	17%	1%	10%	-3%	-1%	1%	-4%	7%	12%
Cn1c(O)c(C=NCCN2CCNCC2)c(=O)n(C)c1=O	-23%[56.9 µM]	5%	-30%	-8%	-7%	2%	-7%[57.1 µM]	-2%	82%[activator]
CCN(CC)P(=O)(Oc1ccccc1)Oc1ccccc1	42%	-6%	11%	2%	-6%	24%	15%	12%	38%[activator]
Cc1cccc(C2=NCC(=O)N(CC(=O)NCc3ccco3)c3sc4c(c32)CCCC4)c1	-25%	-3%	-30%	?	.	-12%	50µM*	-1%	-22%
CCc1ccc(CN2CCN(Cc3cc(Br)ccc3O)CC2)cc1	2%	10%	8%[57.1 µM]	?	5%	0.63µM*	22µM*	21%	25µM*
O=C(CCC(=O)N1CCC2(CC1)OCCO2)Nc1nnc(C2CCCCC2)s1	29%	-9%	-9%	-3%	0%	0%	-5%	12%	27%
O=c1c2ccccc2nc(/C=C/c2ccc(O)cc2)n1-c1ccc(O)cc1	-17%	2%	11%	?	i	-23%	-12%	2%	60%[activator]
CCc1ccc(OCC(=O)N2CCN(Cc3ccc4c(c3)OCO4)CC2)cc1	-4%	-5%	19%[57.1 µM]	13%	-5%	-27%	-18%	-6%	2%
O=C(CCNC(=O)N1C[C@H]2C[C@@H](C1)c1cccc(=O)n1C2)Nc1cccc(Cl)c1	2%	-5%	5%	-1%	i	33%[activator]	-4%	3%	5%
CCCC/C(=N\O)c1c[nH]c2ccccc12	11%	.	19%	2%	i	-1%	-19%	2%	0%
